AMA1-RON2 inh – disrupts binding of P. falciparum AMA1 to RON2 | AlphaScreen AMA1-biotinylated RON2 peptide binding | AID 720542 | Potency, µM (top dose mostly 58.2 µM), without a hit: at the highest dose activity change, negative = inhibition, usual class: inhibitors | hit rate 0.2% among 360,000;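 also: potency is read from the fitted curve at half-maximal effect; 0% = vehicle wells and -100% = peptide control; nearly all actives have a fitted effect of over 45% in size; some results filed as inactive show a strong effect at the top dose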
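AMA1 (3D7) with his tag at 25 nM final met compounds first, then biotinylated RON2 peptide at 25 nM; detection used donor plus acceptor beads, 10 µg/mL apiece, read by AlphaScreen after 30 min at room temperature.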
Pf growth 96h – P. falciparum growth inhibition at 96 hours; hit rate 6.9% among 320,000; AID 504834; P. falciparum luciferase reporter growth, 96 h; Potency, µM (doses to about 28.7 µM), for inactives: at the highest dose activity change, negative = inhibition, hits mostly inhibitors; also: potency is read from the fitted curve at half-maximal effect; % is scaled to controls: 0 for no effect and ±100 for the full control effect
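Erythrocytes infected with luciferase-expressing P. falciparum were dispensed at 2% hematocrit and 0.05% parasitemia (final), then incubated with compounds 96 hours at 37 C in 5% CO2. Luminescence after detection reagent addition reported growth.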
Pf growth 48h – P. falciparum growth inhibition at 48 hours (one generation) | P. falciparum luciferase growth in erythrocytes, 48 h | Potency, µM (highest dose often 28.7 µM), for inactives: top-dose activity change, negative = inhibition, actives largely listed as inhibitors | hit rate 5.9% among 310,000; also: potency is read from the fitted curve at half-maximal effect; % is scaled to controls: 0 for no effect and ±100 for the full control effect
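In quantitative HTS format, infected erythrocytes bearing luciferase-reporter parasites were treated for a single generation at 37 C. Luminescence after adding detection reagent served as the growth measure.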
Shiga toxin inh – blocks Shiga toxin action in Vero cells. hit rate 9.2% among 290,000. inhibition, % at 38.7 µM. Vero cells, Shiga toxin protein synthesis inhibition reporter. AID 2315; in the data active = inhibition mostly above about 28%, no sharp cut-off; inactive = mostly below about 43%; also: 0% is about no effect
CHX counter – affects cycloheximide protein synthesis inhibition readout, counter-screen | max response, % | cell reporter, cycloheximide protein synthesis inhibition counterscreen | hit rate 12% among 300,000; in the data active = max response mostly above about 13%, no sharp cut-off; inactive = mostly below about 14%; also: read at 38.3 µM for the half of the compounds with a filed dose; 0% is about no effect
LmPK inhibitor – LmPK (Leishmania mexicana) enzyme inhibition. purified LmPK, Kinase-Glo ATP luminescence, 1 h. Q27686. hit rate 0.37% among 290,000. Potency, µM (series often up to 57.5 µM), inactives show top-dose activity change, negative = inhibition, usual class: inhibitors; also: potency is read from the fitted curve at half-maximal effect; % is scaled to controls: 0 for no effect and ±100 for the full control effect
Target sequence (Q27686 whole entry, looked up): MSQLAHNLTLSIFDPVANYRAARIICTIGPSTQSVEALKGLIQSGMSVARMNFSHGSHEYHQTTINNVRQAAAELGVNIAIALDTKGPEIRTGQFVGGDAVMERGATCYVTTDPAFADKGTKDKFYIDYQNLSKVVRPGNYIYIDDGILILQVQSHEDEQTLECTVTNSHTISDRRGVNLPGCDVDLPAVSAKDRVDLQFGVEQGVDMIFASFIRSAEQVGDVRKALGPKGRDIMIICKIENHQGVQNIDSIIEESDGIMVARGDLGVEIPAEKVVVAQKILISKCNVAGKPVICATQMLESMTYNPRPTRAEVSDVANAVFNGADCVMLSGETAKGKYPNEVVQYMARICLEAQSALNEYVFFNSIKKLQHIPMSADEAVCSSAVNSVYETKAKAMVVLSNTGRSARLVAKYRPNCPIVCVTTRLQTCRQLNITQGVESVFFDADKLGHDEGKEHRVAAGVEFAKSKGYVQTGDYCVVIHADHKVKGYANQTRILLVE
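ATP generated from ADP (0.1 mM) and PEP (0.5 mM) by 0.1 nM LmPK over 1 h at room temperature (pH 7.2 imidazole buffer) was detected by coupled luciferase luminescence. Values were normalized to uninhibited and no-enzyme wells.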
TbPYK inhibitor – inhibitors of Trypanosoma brucei pyruvate kinase. TbPYK enzyme, Kinase-Glo Plus ATP luminescence, 45 min. hit rate 0.12% among 410,000. Potency, µM (highest dose often 76.8 µM), inactives show at the highest dose activity, negative = inhibition, usual class: inhibitors; also: potency is read from the fitted curve at half-maximal effect; % is scaled to controls: 0 for no effect and ±100 for the full control effect; nearly all actives have a fitted effect of over 50% in size
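Screened from lowest to highest concentration, compounds were pinned into TbPYK/substrate mixtures, and ADP (130 uM final) was added. Plates sat at room temperature for 45 min prior to Kinase-Glo Plus detection by luminescence.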
An asterisk follows results filed as active; u = inconclusive; x = not tested or not shown; & = joins results of further samples; [ ] = remark or other dose. Unless noted, calls follow the shape of the dose curve; as a rule, active = well fitted curve in the direction sought with a large enough effect; inconclusive = small, poorly fitted or top-dose-only effect, or another doubt; inactive = no such curve, though single readings can be large; an effect the other way counts as inactive or inconclusive.

SMILES	AMA1-RON2 inh	Pf growth 96h	Pf growth 48h	Shiga toxin inh	CHX counter	LmPK inhibitor	TbPYK inhibitor
CC1(C)SC(=S)N(/N=C/c2ccccc2O)C1N(O)C(=O)Nc1ccccc1 (centres undefined)	42%[activator]	38%[activator]	-27%	52*	21*	-1%	-4%
CCOC(=O)Cc1nnc(NC(=O)CC)s1	-14%	u	15%	-12	-5	0%	3%
Cc1ccc(NC(=O)C2CCC(CNc3c(N4CCC(C)CC4)c(=O)c3=O)CC2)cc1F (centres undefined)	-8%	u	u	-10	16	5%	1%
O=C1OCC=C1NNC(=O)c1cccnc1	75%[activator]	u	11%	-15	-2	0%	2%
CCc1nc(SCC(=O)c2ccccc2)c2c(=O)n(C)c(=O)n(C)c2n1	-10%	u	59%[activator]	-10	-4	0%	3%
CCCn1cc(SCC(=O)Nc2nnc(C)s2)c2ccccc21	-2%	-8%	-15%	-8	1	4%	-8%
O=C(c1cccc2ccccc12)C1CCCN(C(=O)CCN2CCCO2)C1 (centres undefined)	1%	u	0%	13	9	3%	-24%
C[C@@H]1CC=C[C@H]2[C@H]1C(=O)N(Cc1ccccc1)[C@H]2c1ccoc1	-7%	-21%	15%	-5	-3	2%	1%
C=CCNc1nc(-c2c(C)nc3sccn23)cs1	12%	5%	-8%	50*	25*	0%	-2%
Cc1ccc(CNC(=O)c2oc3ccc(S(=O)(=O)N4CCOCC4)cc3c2C)cc1	8%	x	u	-9	-1	2%	u
Cc1cccc(C)c1NC(=O)C1(NC(=O)C2CCCN2C(=O)OC(C)(C)C)CCCCC1 (centres undefined)	4%	36%[activator]	-43%	20	-1	2%	1%
O=C(c1cc2ccccc2oc1=O)N(Cc1ccco1)C1CCS(=O)(=O)C1 (centres undefined)	20%	9%	7%	35	29*	-12%	-23%
O=C(CSc1ccc(Cl)cc1)Nc1ccc(C2SCCS2)cc1	-26%	12%	16%	-2	1	4%	1%
Cn1c(CO)cnc1S(=O)(=O)Cc1ccc(Cl)cc1	-5%	7%	0%	-14	1	0%	1%
O=C(NCC1CCCO1)C(c1cccnc1)N(C(=O)Cc1cccs1)c1ccccc1 (centres undefined)	-1%	42%[activator]	72%[activator]	17	-3	-22%	-13%
Cc1ccc(C2C(C#N)=C(N)Oc3nc(-c4ccccc4)[nH]c32)o1 (centres undefined)	-10%	0%	5%	-8	-3	-3%	-9%
O=C(CN(c1ccccn1)S(=O)(=O)c1ccc(F)cc1)Nc1ccccc1	13%	-25%	22%	1	-2	-2%	-6%
COc1ccccc1NS(=O)(=O)c1ccc(C(=O)N2CC(C)OC(C)C2)cc1 (centres undefined)	0%	-26%	u	x	x	x	-2%
CCOC(=O)CC(NC(=O)c1cc2ccccc2oc1=O)c1cccc([N+](=O)[O-])c1 (centres undefined)	5%	u	0%	-7	-3	0%	-13%
O=C1Cc2ccccc2C(=O)N1CCc1ccccc1	-11%	2%	x	-7	0	6%	0%
Cc1cccc(C)c1NC(=O)COC(=O)c1ccc2[nH]c3c(c2c1)CCCC3	17%	-1%	-5%	-2	1	2%	2%
COc1ccc(S(=O)(=O)/N=C2/NC(=O)/C(=C\c3cc(OC)c(OC)cc3[N+](=O)[O-])S2)cc1	-11%	x	9%	-11	-4	1%	8%
COC(=O)c1ccc(NC(=O)c2cccc(N3C(=O)C4C5C=CC(C6CC56)C4C3=O)c2)cc1 (centres undefined)	-6%	u	20%	64*	33*	-3%	32%[activator]
CCOC(=O)N1CCN(C(=O)CS(=O)(=O)c2cn(Cc3ccccc3C)c3ccccc23)CC1	3%	x	10%	-20	-5	0%	-2%
O=C(O)CC(NNC(=O)c1ccccc1)C(=O)Nc1cccc([N+](=O)[O-])c1 (centres undefined)	90%[activator]	13%	15%	72*	23*	6%	4%
SMILES	AMA1-RON2 inh	Pf growth 96h	Pf growth 48h	Shiga toxin inh	CHX counter	LmPK inhibitor	TbPYK inhibitor
CCc1cccc(NC(=O)CCCn2c(=O)[nH]c3ccsc3c2=O)c1	-1%	2.9µM*	-7%	-3	-4	-3%	-4%
O=C(Oc1ccc(Br)cc1C(=S)N1CCCC1)c1ccccc1F	-26%	85%[activator]	-2%	-6	-1	1%	-12%
NC(=O)c1ccc(NC(=O)COC(=O)CNC(=O)c2sc3ccccc3c2Cl)cc1	0%	u	-17%	x	x	x	-2%
O=C(CNC(=O)Cc1ccccc1)NCC(=O)OCc1ccc(C(=O)c2ccccc2)cc1	-5%	0%	20%	14	8	5%	-2%
COc1ccc(S(=O)(=O)N2CCCOC2CNC(=O)C(=O)NCCCN2CCOCC2)cc1 (centres undefined)	-16%	-3%	-19%	-9	1	-3%	5%
Cn1c(=O)c2c(nc(Br)n2C/C=N/NC(N)=S)n(C)c1=O	47%[activator]	u	u	2	-1	-3%	-9%
O=C(O)c1ccccc1-c1nc2ccccc2n1-c1ccccc1	-16%	6%	-6%	31	-2	0%	-8%
Cc1cc(C)nc(N2CCC(C(=O)NC3CCCc4ccccc43)CC2)n1 (centres undefined)	-3%	-6%	x	-7	-1	1%	11%
Cc1ccc(S(=O)(=O)c2c(C)nn(C(C)(C)C)c2OC(=O)C(C)(C)C)cc1	-4%	u	u	21	-3	-2%	-19%
N#Cc1c(N2CCNCC2)nc(-c2ccco2)c2c1CCCC2	-1%	32%[activator]	6%	-9	-1	9%	-4%
CCOP(=O)(OCC)C(NC(=O)c1ccccc1)C(Cl)(Cl)Cl (centres undefined)	-10%	-1%	15%	-8	-1	-2%	4%
CNC(=O)CSc1nnc(-c2ccco2)n1-c1cc(C)ccc1C	-5%	12µM*	-14%	-11	2	1%	3%
N/C(CCCN1CCCCC1)=N/O	12%	8%	-6%	-9	-3	8%	1%
CC(C)NC(=O)COC(=O)c1cc(=O)[nH]c2ccccc12	0%	38%[activator]	0%	-14	4	-2%	3%
NC(=O)C1CCCN(C(=O)c2ccc(S(=O)(=O)N3CCCCCC3)cc2)C1 (centres undefined)	-7%	-34%	u	x	x	x	-6%
N#Cc1ccc(-c2cn(-c3ccccc3)c3[n+]2CCCS3)cc1	-21%	u	u	3	-1	4%	0%
CSc1ncc(CN2CCCC(C(=O)c3ccccc3SC)C2)cn1 (centres undefined)	-1%	-2%	-4%	4	-2	6%	1%
O=C(O)CCc1ccc(-c2ccccc2)n1CC(=O)Nc1cccc(C(F)(F)F)c1	-3%	u	22%	-7	-2	6%	-4%
CCOC(=O)CC1=C(C(=O)OCC)C(c2cc(OC)c(OC)cc2OC)C(C#N)=C(N)O1 (centres undefined)	-9%	1%	-26%	-17	-1	4%	1%
COC(=O)CNC(=O)CNC(=O)Nc1ccccc1Cl	-9%	17%	x	31	8	0%	1%
Cc1ccccc1-c1nc(CS(=O)(=O)CC(=O)N2CCCCC2)c(C)o1	-9%	0%	23%	-4	6	2%	-5%
Cn1c(=O)n(Cc2ccccc2Cl)c2ccccc21	6%	39%[activator]	6%	-13	-2	3%	-22%
Cc1cc(S(=O)(=O)N(Cc2ccccc2F)C2CC2)ccc1-n1cnnn1	-12%	6%	-17%	-1	-1	8%	-3%
N/C(=N\[N+](=O)[O-])N1CCN(C(=O)c2ccccc2)CC1	3%	0%	-6%	-11	-2	-1%	0%
Clc1ccc(OCC#CCN2CCCC2)cc1	u	16%	57%[activator]	61*	23*	-2%	-11%
SMILES	AMA1-RON2 inh	Pf growth 96h	Pf growth 48h	Shiga toxin inh	CHX counter	LmPK inhibitor	TbPYK inhibitor
CC(O/N=C/c1ccc(OC(F)F)cc1)C(=O)Nc1cccc(S(=O)(=O)N2CCOCC2)c1 (centres undefined)	2%	u	-10%	-9	-1	0%	-6%
CCOc1ccc(S(=O)(=O)N2CCOCC2)cc1NC(=O)CN1C(=O)NC(CC)(c2ccccc2)C1=O (centres undefined)	7%	u	12µM*	-10	1	-4%	1%
Nc1cc(C(Cl)=C(Cl)Cl)c(S(N)(=O)=O)cc1S(N)(=O)=O	0%	37%[activator]	6%	x	x	x	5%
CC(OC(=O)C1CCCC1)C(=O)Nc1ncc(Cl)cc1Cl (centres undefined)	-6%	15%	u	x	x	x	3%
Nc1c(C(=O)N/N=C/c2ccc(OCc3ccccc3)cc2)cnn1-c1ccccc1	0%	17%	8%	16	9	0%	-1%
Cc1ccc(OC(=O)c2sc3ncn(C)c(=O)c3c2C)cc1	13%	u	339%[activator]	142*	41*	7%	9%
CCn1ncc(/C=C2/SC(=S)NC2=O)c1C	16%	u	12%	-10	-2	u	-30%
CNS(=O)(=O)c1cccc(C(=O)OCC(=O)N2CCc3ccccc3C2)c1	19%	u	x	-9	1	4%	-3%
CCN(CC)C(=O)CSc1nc2ccc(NC(=O)CSc3nnc(N)s3)cc2s1	-5%	u	u	-2	-3	0%	-3%
Cc1nc2ccc(C(=O)N/N=C/c3ccc(O)cc3)cc2[nH]1	7%	u	5%	22	7	0%	1%
COc1ccc(NS(=O)(=O)c2cn(C)c(=O)n(C)c2=O)cc1	27%	6%	224%[activator]	-1	-2	0%	0%
O=C(NCCNC(=O)c1cc(OCC(F)(F)F)ccc1OCC(F)(F)F)Nc1ccc(Cl)cc1	27%	116%[activator]	17%	39	28*	5%	-1%
CCC(C)N(C)Cc1cccc(C2(O)CCN(S(=O)(=O)c3ccc(F)c(C)c3)CC2)c1 (centres undefined)	-2%	u	13µM*	-18	-4	3%	5%
COc1ccccc1NC(=S)NC(=O)CCc1ccccc1	25%	-5%	2%	10	11	-3%	-1%
O=C(O)c1cc(NCc2c(F)cccc2Cl)ccc1N1CCOCC1	1%	x	1%	-5	7	-1%	-2%
COCCNC(=O)c1onc(CS(=O)(=O)c2cc(C)cc(C)c2)c1C(=O)NCCOC	2%	63%[activator]	u	x	x	x	-1%
Cc1cccc(NC(=O)C2C3C=CC(O3)C2C(=O)O)c1 (centres undefined)	x	u	0%	28	-2	2%	x
Cc1cc(NC(=O)c2cnn3c(C(F)F)cc(-c4ccccc4)nc23)no1	-4%	-7%	u	-3	-2	4%	14%
Cc1ccc(N2CC(O)(c3cccs3)[N+]3=C2CCCC3)cc1 (centres undefined)	3%	5.2µM*	u	-9	-1	3%	-1%
CCOC(=O)c1c(C)n(C)c2ccc(O)cc12	x	u	-13%	x	x	x	-5%
COc1ccc(Cn2c(CCC(=O)Nc3ccccc3OC)nc3cccnc32)cc1	-4%	-61%	1%	-19	-4	-1%[11.5 µM]	4%&-1%

Given with two lines to a compound: entries from further up
Below each SMILES – AMA1-RON2 inh | Pf growth 96h | Pf growth 48h | Shiga toxin inh | CHX counter | LmPK inhibitor | TbPYK inhibitor
COCCNC(=O)c1onc(CS(=O)(=O)c2cc(C)cc(C)c2)c1C(=O)NCCOC
→ 2% | 63%[activator] | u | x | x | x | -1%
Cc1cccc(NC(=O)C2C3C=CC(O3)C2C(=O)O)c1 (centres undefined)
→ x | u | 0% | 28 | -2 | 2% | x
Cc1cc(NC(=O)c2cnn3c(C(F)F)cc(-c4ccccc4)nc23)no1
→ -4% | -7% | u | -3 | -2 | 4% | 14%
Cc1ccc(N2CC(O)(c3cccs3)[N+]3=C2CCCC3)cc1 (centres undefined)
→ 3% | 5.2µM* | u | -9 | -1 | 3% | -1%
CCOC(=O)c1c(C)n(C)c2ccc(O)cc12
→ x | u | -13% | x | x | x | -5%

Bioassay records (PubChem)
